Bioassay records: PubChem, National Center for Advancing Translational Sciences (NCATS)
PKM2 act = increases activity of human pyruvate kinase M2. purified PKM2, Kinase-Glo ATP luminescence, activation; response scale: 0% is enzyme alone, no compound. Potency, µM (series often up to 57.5 µM), for inactives: at the top dose activation, usual class: activators. 0.34% of 260,000 active. AID 1631; further: potency means the concentration at half of the fitted maximal effect; on the % scale 0 is the no-effect control and ±100 the full control effect; nearly all actives have a fitted effect of over 55% in size
Target sequence (P14618 whole entry, looked up): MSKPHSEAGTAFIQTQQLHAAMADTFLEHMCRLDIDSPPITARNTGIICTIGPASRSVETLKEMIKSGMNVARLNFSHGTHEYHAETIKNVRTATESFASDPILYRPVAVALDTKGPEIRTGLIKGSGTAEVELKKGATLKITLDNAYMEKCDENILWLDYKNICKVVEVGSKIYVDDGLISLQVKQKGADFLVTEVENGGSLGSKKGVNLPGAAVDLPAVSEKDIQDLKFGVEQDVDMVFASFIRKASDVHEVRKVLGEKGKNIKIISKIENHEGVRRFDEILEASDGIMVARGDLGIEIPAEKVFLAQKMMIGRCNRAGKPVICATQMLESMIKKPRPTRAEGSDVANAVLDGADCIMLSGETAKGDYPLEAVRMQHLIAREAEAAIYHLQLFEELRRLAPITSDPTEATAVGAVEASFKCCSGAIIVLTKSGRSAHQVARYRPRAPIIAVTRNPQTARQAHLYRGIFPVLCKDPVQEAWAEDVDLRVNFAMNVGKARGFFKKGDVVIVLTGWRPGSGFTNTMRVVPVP
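hPK-M2, >95% pure; 0.1 mM ADP / 0.5 mM PEP final; imidazole pH7.2 buffer w/ 7 mM MgCl2, 50 mM KCl; 1 h RT; Kinase-Glo lum. Intermediate enzyme activity for dual inhibitor/activator qHTS.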
hERG WT inh = KCNH2 (human, wildtype) channel inhibition | Q12809 | U2OS, BacMam KCNH2, thallium flux FluxOr; active compounds read low | activity change, % at 1.84 µM | 0.37% of 340,000 active | AID 720551;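 active means maximum activity change below -70%; inconclusive means maximum activity change between -70% and -50%; inactive means maximum activity change above -50%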; further: on the % scale 0 is the no-effect control and ±100 the full control effect
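U2OS cells were transduced with wild-type KCNH2 virus (2.03 x 10^8 / mL) for 4 h at room temperature, then cultured overnight at 37 C. Thallium flux was read with FluxOr dye. Rate constants were normalized to DMSO controls.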
Eya2 phos inh = Eya2 (human) phosphatase inhibition; O00167; AID 488837; Potency, µM (series often up to 76.9 µM), for inactives: at the highest dose activity, negative = inhibition, most hits filed as inhibitors; recombinant Eya2, OMFP fluorescence dephosphorylation (OMFP is methylfluorescein phosphate); 0.006% of 330,000 active; further: potency means the concentration at half of the fitted maximal effect; on the % scale 0 is the no-effect control and ±100 the full control effect
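Eya2 (0.2 uM) preincubated 10 min at ambient with compound, then OMFP substrate added at 50 uM; 10 min reaction in 50 mM HEPES pH 7.5, 50 mM NaCl, 5 uM MgCl2, 0.05% BSA, 1 mM DTT. Fluorescence read at Ex 485/Em 525 nm.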
BCR signal inh = inhibitors of chronic active B-cell receptor signaling | ABC-DLBCL IkBa-CBG/CBR reporter, luminescence ratio, 4 h | Potency, µM (top dose mostly 46.1 µM), without a hit: at the top dose ratio change, negative = lower green/red ratio, usual class: inhibitors | 0.05% of 340,000 active | AID 493014; active means well fitted inhibition curve with a large enough effect in the signal ratio, with a control signal flat, not every such curve was filed as active; inconclusive means small, poorly fitted or top-dose-only effect, or effect the other way, or a change in a side signal; the % refers to the signal ratio;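 further: potency means the concentration at half of the fitted maximal effect; plate controls were basal doxycycline-induced cells for no effect and cells given 10 µM MG132 for full effect; MG132 reads +100%, hits lower the ratio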
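Cell line TMD8 (human ABC DLBCL), stably expressing tet-inducible CBG68-IkBa fusion and CBR; IMDM/0.5% FBS; cpd up to 46 uM; dox induction, 4 h, 37C/5% CO2; dual luminescence; green/red ratio; MG132 control.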
USP2a block = blocks human ubiquitin-specific protease USP2a; Potency, µM (doses to about 38.3 µM), for the others: top-dose activity change, negative = inhibition, most hits filed as inhibitors; O75604; USP2 core, Ub-CHOP2 coupled fluorogenic reporter, 485/531; 0.01% of 330,000 active; AID 463254;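 further: potency means the concentration at half of the fitted maximal effect; plate controls were DMSO wells for no effect and full inhibition by NEM control for full effect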
Target sequence (O75604 whole entry, looked up): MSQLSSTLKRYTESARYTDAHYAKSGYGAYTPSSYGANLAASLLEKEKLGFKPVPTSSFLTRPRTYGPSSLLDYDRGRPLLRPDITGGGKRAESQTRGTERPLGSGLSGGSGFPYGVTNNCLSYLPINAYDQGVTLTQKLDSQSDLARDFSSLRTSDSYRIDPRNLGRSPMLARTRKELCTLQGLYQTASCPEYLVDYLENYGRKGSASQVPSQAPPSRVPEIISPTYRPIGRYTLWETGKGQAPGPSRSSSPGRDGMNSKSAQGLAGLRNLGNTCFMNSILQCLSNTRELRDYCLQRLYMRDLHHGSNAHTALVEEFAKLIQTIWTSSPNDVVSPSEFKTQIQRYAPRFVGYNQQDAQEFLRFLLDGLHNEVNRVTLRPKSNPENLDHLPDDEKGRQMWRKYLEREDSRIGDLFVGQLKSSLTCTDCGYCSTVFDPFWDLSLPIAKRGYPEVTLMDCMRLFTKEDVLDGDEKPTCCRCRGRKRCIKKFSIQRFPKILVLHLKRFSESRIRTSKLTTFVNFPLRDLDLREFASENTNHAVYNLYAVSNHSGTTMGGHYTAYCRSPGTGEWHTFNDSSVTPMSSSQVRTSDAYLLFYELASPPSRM
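Cell-free coupled assay: 10nM USP2 core preincubated 30min RT with compound in Tris-HCl pH 8.0/CaCl2/CHAPS buffer, then 25nM Ub-CHOP2 and 25nM reporter substrate; fluorescence (Ex 485/Em 531) read after 60min RT, normalized to NEM inhibition, concentration-response curves fitted.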
Menin-MLL TR inh = inhibitors of human menin-MLL interaction, mutant MLL peptide. O00255. Menin + Texas Red MLL mutant peptide, fluorescence polarization. Potency, µM (highest dose often 61.6 µM), for the others: top-dose FP activity change, negative = inhibition, actives largely listed as inhibitors. 0.23% of 270,000 active. AID 1768; active means well fitted inhibition curve with a large enough effect in the polarisation, with a control signal flat, not every such curve was filed as active; inconclusive means small, poorly fitted or top-dose-only effect, or effect the other way, or a change in a side signal; inactive means no such curve, though single readings can be large or run the other way; the % refers to the polarisation; further: potency means the concentration at half of the fitted maximal effect; % of control where 0% means no effect; many of its hits are not listed in these tables
ASM inhibitor = blocks human secretory acid sphingomyelinase | placental ASM, HMU-PC fluorogenic substrate, 60 min | AID 504937 | 0.006% of 340,000 active | Potency, µM (top dose mostly 57.5 µM), inactives show at the highest dose activity change, negative = inhibition, actives largely listed as inhibitors | P17405; further: potency means the concentration at half of the fitted maximal effect
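Human placenta-derived ASM preincubated with compound 10 min at room temperature, then reacted with 9 uM (final) fluorogenic HMU-PC substrate for 60 min at 37 C. Stop solution raises pH to 10; fluorescence read at Ex 386/Em 447 nm.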
GALK inhibitor = galactokinase (human) inhibition; Purified GALK, Kinase-Glo residual ATP luminescence; Potency, µM (top dose mostly 57.5 µM), for the others: top-dose activity change, negative = inhibition, actives largely listed as inhibitors; 0.007% of 270,000 active; AID 1868; further: potency means the concentration at half of the fitted maximal effect; on the % scale 0 is the no-effect control and ±100 the full control effect
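Luminescence from leftover ATP (Ultra-Glo luciferase/luciferin) served as read-out after a 1 h room-temperature reaction of 5 nM GALK with 35 uM ATP and 100 uM galactose.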
TSHR antagonist = blocks TSH signaling through the human TSH receptor; 0.2% of 330,000 active; TSHR-expressing cells, TSH-stimulated cAMP HTRF, 2 h; active compounds read low; AID 504810; P16473; activity change, negative = inhibition, % at 11.5 µM;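 active means activity change below a set negative limit, meaning inhibition stronger than a set level, cut at about -70% in these data; inconclusive means activity change between two set negative limits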; further: on the % scale 0 is the no-effect control and ±100 the full control effect
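Competitive HTRF cAMP read-out (cryptate anti-cAMP antibody, cAMP-d2; 30 min, room temperature) in freshly harvested TSHR cells. Compounds added before TSH at EC80 (4nM final), followed by 2 hours' incubation at 37 deg C.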
Mito fusion yeast = mitochondrial division inhibition or fusion activation. S. cerevisiae fusion-defective mutant growth rescue, CellTiterGlo 48 h. Potency, µM (series often up to 46.1 µM), without a hit: top-dose growth rescue (activation), hits mostly activators. 0.23% of 320,000 active. AID 485298;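 further: potency means the concentration at half of the fitted maximal effect; % of control where 0% means no effect; nearly all actives have a fitted effect of over 45% in size; temperature-sensitive fusion mutants such as fzo1-1 at 37 °C on non-fermentable ethanol glycerol medium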
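Yeast fusion mutant, YPEG (non-fermentable carbon), compound, 48 h at 37C non-permissive; CellTiterGlo added, 10 min RT, luminescence read. Rescued growth = division inhibition.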
MBNL1-CUG inh = MBNL1-poly(CUG) RNA binding inhibition; TR-FRET MBNL1-His/biotin-(CUG)12 binding, 665/545 ratio; Potency, µM (doses to about 57.5 µM), inactives show at the top dose activity change, negative = inhibition, usual class: inhibitors; 0.036% of 280,000 active; active means well fitted inhibition curve with a large enough effect in the signal ratio, with a control signal flat, not every such curve was filed as active; inconclusive means small, poorly fitted or top-dose-only effect, or effect the other way, or a change in a side signal; inactive means no such curve, though single readings can be large or run the other way; the % refers to the signal ratio; further: potency means the concentration at half of the fitted maximal effect; on the % scale 0 is the no-effect control and ±100 the full control effect
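Ratiometric TR-FRET (665 over 545 nm, excitation 340 nm) tracks disruption of MBNL1-His/biotin-(CUG)12 complex after 60 min at room temperature, with compounds at 92 nM to 58 uM final.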
* = called active by the depositor; ? = inconclusive; nt = not tested or not shown; & = joins results of further samples; [ ] = another dose, or the depositor's remark. Unless noted, the call rests on the fitted dose curve; in most records, active means well fitted curve in the direction sought with a large enough effect; inconclusive means small, poorly fitted or top-dose-only effect, or another doubt; inactive means no such curve, though single readings can be large; an effect the other way counts as inactive or inconclusive. Some of the compounds tested; rates above refer to the full screens.

SMILES	PKM2 act	hERG WT inh	Eya2 phos inh	BCR signal inh	USP2a block	Menin-MLL TR inh	ASM inhibitor	GALK inhibitor	TSHR antagonist	Mito fusion yeast	MBNL1-CUG inh
CCS(=O)(=O)N1CCC(C(=O)N2CCOCC2)CC1	-16%	-15	-9%	5%	2%	-14%	0%	-2%	14	5%	-13%
Nc1ncnc2c1ncn2[C@@H]1O[C@H](CNCc2ccc(OCC(=O)Nc3nccs3)cc2)[C@@H](O)[C@H]1O	nt	17	-8%	-6%	-1%	nt	5%	nt	4	nt	nt
O=C1CCCN1CCCNC(=S)Nc1ccc(Cl)cc1Cl	4%	-1	16%	7%	0%	3%	-2%	2%	6	-2%	nt
O=[N+]([O-])c1ccc2c(c1)Nc1nc3ccccc3nc1N2	-8%	-9	13%	?	1%	0%	6%	6%	-4	-11%	22%
CN1CCN(Cc2nc3cc(NC(=O)COc4ccc([N+](=O)[O-])cc4)ccc3n2C)CC1	nt	-6	4%	-1%	-2%	nt	-1%	-4%	-3	8%	?
O=P(CCO)(c1ccccc1)c1ccccc1	-13%	2	1%	-1%	0%	-1%	15%	1%	4	-1%	-5%
CCc1ccccc1N(C(C)=O)c1nc(CN=C=S)cs1	1%	4	-3%	-18%	-2%	-15%	1%	-3%	-9	-5%	0%
O=C(CSc1nc2ccccc2s1)NC1CCS(=O)(=O)C1 (configuration not stated)	2%	-9	-12%	-3%	3%	2%	-1%	0%	-3	-4%	-5%
CCc1ccc(CNC(=O)C2Cc3cc(S(=O)(=O)N4CCCC4)ccc3N2C(C)=O)cc1 (configuration not stated)	nt	-3	5%	3%	-1%	nt	0%	3%	-3	-2%	-1%
O=C(O)c1cc(-c2ccc(O)cc2)nc2ccccc12	-2%	nt	17%	?	0%	-1%	nt	0%	0	-1%	-1%
CCCn1c2c(c(O)c(C(=O)Nc3ncccc3C)c1=O)CCCC2	-2%	-6	5%	3%	-11%	-1%	-4%	4%	-11	?	-1%
CCOc1ncccc1C(=O)OCC(=O)N1c2ccccc2CC1C (configuration not stated)	nt	-12	2%	-2%	3%	nt	2%	nt	-11	7%	nt
CC(C)CC1NC(=O)N(CCCCN2C(=O)c3ccccc3C2=O)C1=O (configuration not stated)	-8%	10	-2%	-6%	0%	-21%	6%	4%	1	3%	2%
Oc1ccc(C=Nc2cccc3ncccc23)c(O)c1	-3%	-15	-2%	?	-1%	-15%	18%	3%	-4	0%	?
CCOC(=O)c1cc2n(c1C)-c1ccccc1C2=O	-2%	-4	-10%	12%	2%	-6%	-1%	-1%	-3	5%	?
O=C(c1ccco1)N1CCN=C1SCc1c(F)cccc1Cl	5%	-4	19%	?	-2%	-1%	0%	-2%	-10	0%	8%
CC1=C(C(=O)OCc2ccccc2)C(c2cccc([N+](=O)[O-])c2)NC(=O)N1CCCCCC(=O)O (configuration not stated)	0%&2%	-1	7%	-1%	2%	2%&2%	-3%	nt	2	-1%	19%
Cc1ccccc1C(=O)Nc1ccnn1C1CCN(C2CCSCC2)CC1	-16%	25	-3%	-6%	-4%	nt	4%	6%	4	-2%	2%
CCCC1(C(=O)OCC)NC(c2ccc(N(C)C)cc2)C2C(=O)N(c3ccc(OCC)cc3)C(=O)C21 (configuration not stated)	14%	4	11%	?	2%	-5%	2%	3%	3	-3%	3%
CS(=O)(=O)N(Cc1ccccc1)c1ccc(C(=O)NCC2CCCO2)cc1 (configuration not stated)	-15%	25	21%	6%	1%	nt	0%	-2%	12	-5%	4%
O=c1cccc(-c2ccccc2)[nH]1	0%	0	9%	-7%	0%	-17%	11%	1%	9	-3%	8%
O=C(CN1CCC(O)(c2cccc(F)c2)CC1)NCCc1c[nH]c2ccccc12	4%	19	7%	-10%	7%	nt	-2%	0%	-1	3%	7%
CN(C)CCO[C@@H](c1ccc(Cl)cc1)c1ccccn1	1%[11.5 µM]	-2	12%	5%	1%	-11%	2%	-3%	-8	0%	9%
O=C(OCc1nnc(-c2ccccc2)o1)C1CCN(S(=O)(=O)c2cccs2)CC1	0%	12	16%	-6%	1%	9%	-2%	-1%	-4	1%	-10%
O=C(NC1CCCCCC1)c1cccc(N2CCCC2=O)c1	11%	-7	-21%	?	-2%	-22%	3%	1%	31	7%	-6%
Cc1ccc(N(C(=O)CNC(=O)c2ccco2)C(C(=O)NC2CCCC2)c2cccnc2)cc1 (configuration not stated)	-7%	6	3%	6%	0%	0%	3%	1%	-4	-1%	-4%
COc1ccc(/C=C(\NC(=O)c2ccc(OCC(C)C)cc2)C(=O)OCc2ccco2)cc1	-7%	1	-14%	5%	-11%	-3%	-13%	-1%	-7	9%	14%
Cc1nc2c(sc(=S)n2Cc2ccco2)c(=O)n1CC(=O)Nc1cc(F)ccc1F	2%	19	1%	8%	-2%	?	-9%	-3%	14	8%	2%
N#CN(Cc1ccccc1)Cc1ccccc1	-5%	-6	2%	-1%	-1%	nt	-2%	0%	-5	2%	-12%
CN(C)c1cccc(C(=O)N(C)C2CCCN(Cc3ccccc3F)C2)c1 (configuration not stated)	-9%	-71*	6%	5%	-1%	?	6%	0%	4	2%	-1%
CC(C)C[C@H](NC(=O)c1nc[nH]c1C(=O)N1CCN(C(=O)OC(C)(C)C)CC1)C(=O)OC(C)(C)C	1%	11	-2%	?	9%	?	-2%	0%	-10	-2%	-4%
COc1ccc(-c2nnc(SCC(=O)Nc3c(Cl)cc(Cl)cc3C(=O)O)o2)cc1	nt	-1	-16%	-1%	0%	nt	7%	nt	2	nt	nt
COc1ccc(OC)c(/C=C2/Sc3ccccc3C2=O)c1	-6%	-8	2%	-9%	10%	?	-20%	1%	-8	11%	10%
O=C(NCCCN1CCN(c2ccccc2)CC1)C1CCCN(c2ncnc3c2nc2n3CCCCC2)C1 (configuration not stated)	nt	5	-22%	-1%	4%	-10%	-1%	-1%	-8	-5%	-2%
CCN(CC)S(=O)(=O)c1ccc(C)c(NC(=O)COC(=O)CCC(=O)c2cccs2)c1	nt	-8	-1%	?	-1%	nt	3%	nt	11	2%	nt
O=C(Nc1ccc(N2CCCC2)cc1)c1cccc(F)c1	6%	7	5%	?	-5%	27%	-5%	-2%	1	-3%	16%
Cc1ccc2cc(CCNC(=O)CC(C)C)c(=O)[nH]c2c1	-3%	-13	-6%	18%	0%	19%	-1%	-1%	1	-6%	?
O=C(CSc1nnc(NCc2ccccc2)s1)c1ccco1	-2%	-2	-2%	?	4%	-7%	0%	-3%	-5	1%	14%
O=c1[nH]c2ccccc2n1Cc1ccc(F)cc1	-4%	1	-2%	0%	1%	12%	-2%	nt	-5	2%	-4%
Cn1ncc2cc(NC(N)=S)ccc21	-3%	0	1%	?	-2%	5%	-4%	-1%	3	1%	nt
O=C(NCCCn1ccnc1)c1cc2c(s1)CCCC2	0%	8	15%	1%	1%	nt	5%	-1%	-15	0%	6%
Cc1ccc(C)c(NC(=O)C(OC(=O)c2ccc(CO)cc2)c2ccccc2)c1 (configuration not stated)	nt	23	20%	4%	3%	nt	-4%	nt	13	7%	nt
CCN(CCNC(=O)c1ccc2nc(-c3ccccc3NC(C)=O)c(=O)[nH]c2c1)c1ccccc1	2%	6	11%	?	2%	11%	34%[activator]	0%	-8	1%	?
CCC[C@@H](OS(N)(=O)=O)[C@@H](Cc1ccccc1)C(=O)OCC	0%	-3	-6%	1%	0%	2%	5%	nt	19	0%	-10%
CC(C)CC(=O)Nc1ccccc1-c1nnn(CC(=O)N2CCc3ccccc3C2)n1	3%	-2	-7%	0%	6%	-13%	-9%	-3%	8	3%	8%
COc1ccc2nc(SCC(=O)N3CCCCCC3)c(C#N)cc2c1	-1%	3	10%	0%	-3%	-10%	60%[activator]	1%	-2	9%	?
COc1ccc(NS(=O)(=O)NC(=O)c2cn(C)c3ccccc23)cc1	nt	17	-1%	23%	3%	17%	1%	-3%	2	-1%	-3%
